Vif-APOBEC3G blk = Vif-A3G binding inhibition; Potency, µM (top dose mostly 46.1 µM), inactives show at the highest dose activity, negative = active, actives largely listed as inhibitors; HeLa A3G-eYFP + Vif (tagged APOBEC3G with the HIV-1 protein that degrades it), YFP fluorescence, overnight; 410,000 tested, 0.076% active; Q9HC16;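 note: potency is the fitted concentration of half-maximal effect; % is set by controls: 0 for no effect and ±100 for the full control effect; nearly all actives have a fitted effect of over 60% in size; hits raise eYFP signal because A3G escapes Vif-driven loss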
Target sequence (Q9HC16 whole entry, looked up): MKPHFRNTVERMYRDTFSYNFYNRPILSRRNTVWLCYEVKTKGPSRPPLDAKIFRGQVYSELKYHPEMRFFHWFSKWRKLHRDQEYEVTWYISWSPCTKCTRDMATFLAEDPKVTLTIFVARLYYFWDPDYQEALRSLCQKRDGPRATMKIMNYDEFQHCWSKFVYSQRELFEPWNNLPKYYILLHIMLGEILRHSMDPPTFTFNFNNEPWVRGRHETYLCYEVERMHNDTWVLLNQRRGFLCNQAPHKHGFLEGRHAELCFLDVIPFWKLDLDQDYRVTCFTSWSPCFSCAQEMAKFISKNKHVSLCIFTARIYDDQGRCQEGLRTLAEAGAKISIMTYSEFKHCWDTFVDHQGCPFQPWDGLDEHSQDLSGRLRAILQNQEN
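HeLa cells stably expressing Vif and C-terminally eYFP-tagged A3G, seeded overnight at 37 deg C, then exposed to compound by pintool overnight at 37 deg C. Rise in yellow fluorescence (Ex 488/Em 500-530, Acumen) marks blocked Vif-driven A3G degradation.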
Vif-APOBEC3F blk = Vif-A3F binding inhibition; AID 602313; 390,000 tested, 0.2% active; HeLa A3F-eYFP + Vif (tagged APOBEC3F with the HIV-1 protein that degrades it), YFP fluorescence increase; Potency, µM (titrated, usually from 46.1 µM), for the others: at the top dose activity, negative = active; note: potency is the fitted concentration of half-maximal effect; % of control where 0% means no effect; nearly all actives have a fitted effect of over 65% in size
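HeLa cells stably expressing A3F-eYFP plus Vif, plated and incubated overnight at 37 deg C, then exposed to compounds overnight at 37 deg C. Blocked degradation read as raised yellow fluorescence (Ex 488/Em 500-530).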
USP1 inh = blocks the human USP1/UAF1 deubiquitinase complex. 390,000 tested, 0.23% active. recombinant USP1/UAF1, Ub-Rhodamine cleavage fluorescence. Potency, µM (doses to about 57.1 µM), for the others: top-dose activity change, negative = inhibition, hits mostly inhibitors. AID 743255. O94782; note: potency is the fitted concentration of half-maximal effect; % is set by controls: 0 for no effect and ±100 for the full control effect; nearly all actives have a fitted effect of over 60% in size; inactives centre near -12
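1 nM enzyme complex + cpd, 15 min RT; start with Ub-Rho 150nM final; kinetic fluorescence ex 480/em 540, 6 reads q60 s. Buffer 50mM HEPES pH 7.8, 0.5mM EDTA, 0.1 mg/ml BSA, 1mM TCEP, 0.01% Tween-20.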
TrxR1 inh = rat TrxR1 inhibition; O89049; recombinant rTrxR1, NADPH fluorescence consumption, selenite substrate; Potency, µM (series often up to 114 µM), inactives show top-dose activity change, negative = inhibition, actives largely listed as inhibitors; 390,000 tested, 1% active; note: potency is the fitted concentration of half-maximal effect; % is set by controls: 0 for no effect and ±100 for the full control effect; nearly all actives have a fitted effect of over 65% in size
Target sequence (O89049 whole entry, looked up): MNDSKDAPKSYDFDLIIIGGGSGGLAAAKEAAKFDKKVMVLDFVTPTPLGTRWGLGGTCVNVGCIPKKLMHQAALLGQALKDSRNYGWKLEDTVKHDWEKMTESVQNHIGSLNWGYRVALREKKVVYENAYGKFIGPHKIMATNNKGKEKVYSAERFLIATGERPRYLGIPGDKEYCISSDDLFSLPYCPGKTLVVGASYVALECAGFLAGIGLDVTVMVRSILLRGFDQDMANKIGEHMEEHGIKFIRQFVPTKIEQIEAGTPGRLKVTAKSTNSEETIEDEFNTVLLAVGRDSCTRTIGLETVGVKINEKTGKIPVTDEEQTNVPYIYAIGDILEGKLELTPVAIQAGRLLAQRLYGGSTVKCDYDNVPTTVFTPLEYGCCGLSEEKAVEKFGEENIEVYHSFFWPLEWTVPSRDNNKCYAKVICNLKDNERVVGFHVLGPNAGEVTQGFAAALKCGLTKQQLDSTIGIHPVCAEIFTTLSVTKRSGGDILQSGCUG
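Rat TrxR1 (90 nM in the dispensed reagent) was pre-reduced with 400 uM NADPH for 5 min at room temperature, then incubated with compound for 15 min. After 400 uM selenite was added, NADPH fluorescence (Ex 340/Em 450 nm) was followed for 8 min.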
LDHA inh = blocks human lactate dehydrogenase A; activity change, % (values are at about 110 or 230 µM); purified LDHA, NADH/diaphorase-resazurin fluorescence; hits give low values; 480,000 tested, 0.15% active; in the data active = activity change below about -30%; inconclusive = mostly about -25% to -30%;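 note: plate controls were DMSO wells for no effect and wells without enzyme for full effect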
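Resorufin fluorescence (ex540/em590), read at 0 and 20 min after diaphorase/resazurin addition, reports the NADH left after a 5 min room-temperature reaction of 2 nM human LDH5 with 0.06 mM NADH and 0.2 mM pyruvate.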
RGS4 inh = blocks human RGS4-accelerated GTP hydrolysis; P49798; Transcreener GDP fluorescence polarization, RGS4-accelerated GTP hydrolysis; Potency, µM (top dose mostly 114 µM), for the others: top-dose activity change, negative = inhibition, hits mostly inhibitors; 390,000 tested, 0.039% active; AID 504845; note: potency is the fitted concentration of half-maximal effect; % is set by controls: 0 for no effect and ±100 for the full control effect; nearly all actives have a fitted effect of over 75% in size; some results filed as inactive show a strong effect at the top dose
Target sequence (P49798 whole entry, looked up): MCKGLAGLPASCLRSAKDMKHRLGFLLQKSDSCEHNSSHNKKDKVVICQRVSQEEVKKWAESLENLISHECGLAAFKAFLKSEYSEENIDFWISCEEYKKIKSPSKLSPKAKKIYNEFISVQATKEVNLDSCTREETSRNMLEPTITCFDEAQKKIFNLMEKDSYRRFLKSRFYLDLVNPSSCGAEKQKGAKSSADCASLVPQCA
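MLSMR compounds (23 nl, pin-transferred) preincubated 10 min at room temperature with a 500nM (2x) first reagent, then RGS4 at 900nM (2x) plus Transcreener GDP mix added; fluorescence polarization (620/688 nm) read before and after 90 min at 30 °C.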
IDH1 R132H inh = human IDH1 R132H inhibition | O75874 | IDH1-R132H enzyme, NADPH consumption, diaphorase/resazurin fluorescence | Potency, µM (highest dose often 76.6 µM), inactives show top-dose activity change, negative = inhibition, hits mostly inhibitors | 390,000 tested, 0.093% active | AID 602179; note: potency is the fitted concentration of half-maximal effect; % is set by controls: 0 for no effect and ±100 for the full control effect; nearly all actives have a fitted effect of over 65% in size
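IDH1-R132H (0.5 ug/mL) preincubated 30 min with compound, then NADPH (0.016 mM) and alpha-KG (2 mM) added; 80 min at RT, pH 7.5. Remaining NADPH coupled via diaphorase/resazurin to fluorescence (540/590 nm); concentration-response curves normalized to no-enzyme control.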
Glioma ERSR ind = ER stress response induction in glioma; AID 602332; U87-MG GRP78 promoter luciferase reporter, 16 h; 420,000 tested, 0.02% active; Potency, µM, for the others: top-dose activation, actives largely listed as activators; note: potency is the fitted concentration of half-maximal effect; series mostly up to about 76 µM; % of control where 0% means no effect; nearly all actives have a fitted effect of over 35% in size
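Stably transfected U87-MG human glioma cells carrying a GRP78-based luminescent sensor were seeded at 1000 cells/well, pin-dosed with compounds and incubated 16 h. Luciferase reagent was then added, and end-point luminescence was read after 10 min at room temperature.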
TrxR1 substrate = rat thioredoxin reductase 1 substrate activity; 390,000 tested, 0.01% active; purified TrxR1 substrate turnover, NADPH consumption readout; AID 588456; Potency, µM (doses to about 114 µM), for the others: top-dose activity change, negative = substrate turnover; note: potency is the fitted concentration of half-maximal effect; % is set by controls: 0 for no effect and ±100 for the full control effect; nearly all actives have a fitted effect of over 50% in size
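Rat TrxR1, dispensed at 90 nM, was prereduced with 400 uM NADPH (final) for 5 min at ~22 deg C, then incubated with compound 15 min before 400 uM selenite. A first-read NADPH fluorescence drop versus no-compound background flagged substrates.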
Numbers without * were called inactive; ? = inconclusive; · = not tested or not shown; & = joins results of further samples; [ ] = dose if it differs, or a comment. Unless noted, calls come from the whole dose curve; as a rule, active = well fitted curve in the direction sought with a large enough effect; inconclusive = small, poorly fitted or top-dose-only effect, or another doubt; inactive = no such curve, though single readings can be large; an effect the other way counts as inactive or inconclusive.

molecule,Vif-APOBEC3G blk,Vif-APOBEC3F blk,USP1 inh,TrxR1 inh,LDHA inh,RGS4 inh,IDH1 R132H inh,Glioma ERSR ind,TrxR1 substrate
CCN(CCCNC(=O)COc1cc(=O)n(CC)c2ccccc12)c1ccccc1,0%,-1%,-26%,-6%,8,?,4%,-2%,-7%
C#CCNC(=O)C1=C[C@H](c2cn(C(C)=O)c3ccccc23)[C@@H](CCCO)[C@H](OCC)O1,1%,0%,?,9%,0,-1%,16%,-3%,3%
CC(=O)c1ccccc1NC(=O)COC(=O)CCC1CCCC1,1%,-10%,-12%,11%,2,-11%,-4%,-2%,-3%
COc1ccccc1CNC(=O)Cc1c(C)c2c(cc(C)c3c(C)coc32)oc1=O,1%,0%,-6%,12%,-6,2%,-13%,0%,2%
Cc1ccccc1OCC(=O)N(Cc1cccs1)C1CCS(=O)(=O)C1 (stereo not given),2%,-7%,-9%,21%,-7,-6%,2%,-2%,-1%
CCC(C(=O)Nc1ccc(C(=O)OC)cc1)n1nc(-c2ccc(C)cc2)c2c(c1=O)CCCC2 (stereo not given),-1%,-7%,-13%,19%,3,-19%,5%,3%,1%
Clc1cccc(N2CCN(c3c4c(nc5nncn35)CCC4)CC2)c1,·,·,-24%,7%,-8,22%,·,·,-6%
CCn1c(NC(=O)C(C)C)c(-c2cccs2)c(=O)c2ccccc21,3%,-3%,-20%,9%[57.1 µM],-10,-12%,18%,-3%,7%
COc1ccc2nc(-c3ccccc3)cc(C(=O)OCC(=O)N3CC(C)OC(C)C3)c2c1 (stereo not given),-6%,-5%,-8%,7%,1,1%,1%,4%,156%[activator]
CCC(C)Sc1nc2c(c(=O)[nH]c(=O)n2C)n1Cc1ccc(Cl)cc1 (stereo not given),-11%,-3%,-2%,-5%[57.1 µM],-1,-14%,-7%,-5%,1%[57.1 µM]
O=C(c1cccc([N+](=O)[O-])c1)c1cc2ccccc2o1,0%,-4%,-6%,0%[57.1 µM],0,-49%,-2%,-1%,14%[57.1 µM]
O=C(NCc1cccs1)c1nc(-c2cccs2)no1,-2%,-7%,-10%,38%[activator],-2,9%,-7%,2%,2%
COc1ccccc1Cn1c(CNS(=O)(=O)c2c(C)cc(C)cc2C)nc2cccnc21,-10%,2%,-13%,20%[57.1 µM],5,-9%,0%,-2%,5%[57.1 µM]
O=C(CNC(=O)C1CCCCC1)OC(C(=O)c1ccccc1)c1ccccc1 (stereo not given),5%,3%,·,12%,0&1,-11%,·,-2%,9%
CC1Cc2nc(SCC(=O)Nc3ccccc3F)n(C)c(=O)c2S1 (stereo not given),-1%,2%,-22%,7%[57.1 µM],-5,-1%[11.4 µM],6%,-5%,7%[57.1 µM]
O=C(NNC(=O)c1ccc(Br)s1)c1ccc(F)c(S(=O)(=O)N2CCOCC2)c1,4%,-2%,-7%,21%,-4,6%,-12%,-3%,-5%
Cc1ccc(/C=C/C(=O)Nc2ccc([N+](=O)[O-])cc2)o1,3%,-7%,-9%,?,-5,1%,5%,6%,7%
CN1CCC/C1=C/C=C1\SC(=S)NC1=O,5%,?,25µM*,?,15,-33%,3%,0%,?
CC1CCN(S(=O)(=O)c2ccc(NC(=O)C3CSC4(C)CCC(=O)N34)cc2)CC1 (stereo not given),0%,4%,-20%,-23%,-1,-12%,4%,-4%,-9%
CC1CN(C(=O)COC(=O)c2cncc(Br)c2)CC(C)O1 (stereo not given),1%,1%,4%,·,-11,·,5%,-1%,·
COC(=O)Cc1cnc(NC(=O)CSc2nc(C(C)C)cc(=O)[nH]2)s1,2%,9%,-13%,19%[57.1 µM],-7,-3%,16%,-2%,8%[57.1 µM]
CC1Sc2ccc(S(=O)(=O)N3CCC(C(=O)NCCc4ccccc4)CC3)cc2NC1=O (stereo not given),2%,2%,-20%,10%,-1,-8%[11.4 µM],0%,4%,2%
CCOC(=O)C1=C(Nc2ccc(C)cc2)CC(C)(O)C(C(=O)OCC)C1c1ccccc1 (stereo not given),1%,1%,-19%,8%,0,-5%,-3%,0%,0%
Cc1nc2ccc(NC(=O)Cc3ccccc3F)cc2s1,0%,-12%,-3%,20%[57.1 µM],0,45%,12%,5%,4%[57.1 µM]
CCS(=O)(=O)c1ccc2oc(SCC(=O)Nc3ccc(OC)c(OC)c3)nc2c1,0%,-10%,-13%,-13%,0,-7%,6%,-4%,-6%
Cc1noc(C)c1NC(=O)N(C)C[C@H]1Oc2ccc(NC(=O)C3CCCCC3)cc2C(=O)N([C@H](C)CO)C[C@@H]1C,1%,-2%,-29%,6%,0,11%,-3%,-2%,13%
CCCNC(=O)CSc1nc(-c2ccc(OC)cc2)cc(C(F)(F)F)n1,-6%,-1%,-23%,12%[57.1 µM],-7&-10,11%,-4%,-1%,14%[57.1 µM]
CCN(CC(=O)NCc1ccc(F)cc1)S(=O)(=O)c1ccc(Cl)s1,2%,-1%,-17%,13%,-12,17%,-2%,-6%,-2%
COC(=O)CCCC1=CC2=C(c3ccccc3)C(=O)C(C)(OC(=O)C3CCCC3)C(=O)C2=CN1Cc1ccc(OC)cc1 (stereo not given),-5%,2%,-26%,-8%,0,-12%,-2%,-5%,-9%
CN(C)c1ccc(/C=N/Nc2cc(N3CCOCC3)nc(N3CCOCC3)n2)cc1,-2%,0%,3%,52%,1,11%,6%,3%,36%

Another view of 10 compounds above.
Below each compound: Vif-APOBEC3G blk | Vif-APOBEC3F blk | USP1 inh | TrxR1 inh | LDHA inh | RGS4 inh | IDH1 R132H inh | Glioma ERSR ind | TrxR1 substrate
COC(=O)Cc1cnc(NC(=O)CSc2nc(C(C)C)cc(=O)[nH]2)s1
 : 2% | 9% | -13% | 19%[57.1 µM] | -7 | -3% | 16% | -2% | 8%[57.1 µM]
CC1Sc2ccc(S(=O)(=O)N3CCC(C(=O)NCCc4ccccc4)CC3)cc2NC1=O (stereo not given)
 : 2% | 2% | -20% | 10% | -1 | -8%[11.4 µM] | 0% | 4% | 2%
CCOC(=O)C1=C(Nc2ccc(C)cc2)CC(C)(O)C(C(=O)OCC)C1c1ccccc1 (stereo not given)
 : 1% | 1% | -19% | 8% | 0 | -5% | -3% | 0% | 0%
Cc1nc2ccc(NC(=O)Cc3ccccc3F)cc2s1
 : 0% | -12% | -3% | 20%[57.1 µM] | 0 | 45% | 12% | 5% | 4%[57.1 µM]
CCS(=O)(=O)c1ccc2oc(SCC(=O)Nc3ccc(OC)c(OC)c3)nc2c1
 : 0% | -10% | -13% | -13% | 0 | -7% | 6% | -4% | -6%
Cc1noc(C)c1NC(=O)N(C)C[C@H]1Oc2ccc(NC(=O)C3CCCCC3)cc2C(=O)N([C@H](C)CO)C[C@@H]1C
 : 1% | -2% | -29% | 6% | 0 | 11% | -3% | -2% | 13%
CCCNC(=O)CSc1nc(-c2ccc(OC)cc2)cc(C(F)(F)F)n1
 : -6% | -1% | -23% | 12%[57.1 µM] | -7&-10 | 11% | -4% | -1% | 14%[57.1 µM]
CCN(CC(=O)NCc1ccc(F)cc1)S(=O)(=O)c1ccc(Cl)s1
 : 2% | -1% | -17% | 13% | -12 | 17% | -2% | -6% | -2%
COC(=O)CCCC1=CC2=C(c3ccccc3)C(=O)C(C)(OC(=O)C3CCCC3)C(=O)C2=CN1Cc1ccc(OC)cc1 (stereo not given)
 : -5% | 2% | -26% | -8% | 0 | -12% | -2% | -5% | -9%
CN(C)c1ccc(/C=N/Nc2cc(N3CCOCC3)nc(N3CCOCC3)n2)cc1
 : -2% | 0% | 3% | 52% | 1 | 11% | 6% | 3% | 36%

In a second layout: entries from further up.
Each structure is followed by: Vif-APOBEC3G blk, Vif-APOBEC3F blk, USP1 inh, TrxR1 inh, LDHA inh, RGS4 inh, IDH1 R132H inh, Glioma ERSR ind, TrxR1 substrate
- O=C(NCc1cccs1)c1nc(-c2cccs2)no1
  -2%, -7%, -10%, 38%[activator], -2, 9%, -7%, 2%, 2%
- COc1ccccc1Cn1c(CNS(=O)(=O)c2c(C)cc(C)cc2C)nc2cccnc21
  -10%, 2%, -13%, 20%[57.1 µM], 5, -9%, 0%, -2%, 5%[57.1 µM]

Next entries follow.
molecule,Vif-APOBEC3G blk,Vif-APOBEC3F blk,USP1 inh,TrxR1 inh,LDHA inh,RGS4 inh,IDH1 R132H inh,Glioma ERSR ind,TrxR1 substrate
Cc1cccc(N2N=C(C(=O)Nc3ccc(Cl)c(S(=O)(=O)N4CCOCC4)c3)CCC2=O)c1,-2%,-20%,-5%,4%,-3,-12%,0%,-2%,-6%
Cc1cccc(OCc2nnc3n2CCCCC3)c1,1%,1%,-13%,18%,-3,-23%[56.9 µM],5%,-3%,8%
CCCn1c(=O)c(C(=O)c2ccccc2)nc2ccccc21,-5%,-5%,5%,8%,-2,21%,7%,-3%,-4%
O=C1CSC(c2ccc(F)cc2)N1c1ccccc1F (stereo not given),-2%,6%,-13%,-4%,-2,-33%[56.9 µM],-10%,·,-8%
CSc1ccccc1C(=O)Nc1ccccc1C(=O)N1CCCC1,-4%,3%,-11%,40%[activator],-1,-1%,10%,-2%,4%
COc1ccc(CNc2ncnc3onc(C)c23)cc1,9%,-7%,?,15%,-12,6%,-10%,-1%,-3%

Source: PubChem BioAssay (National Center for Advancing Translational Sciences (NCATS))

A portion of the library (hit frequency here may not be typical).
